RXFP1 antagonist – antagonists of human relaxin receptor RXFP1; Q9HBX9; HEK293-RXFP1, relaxin-stimulated cAMP HTRF, 30 min; hits give low values; activity change, negative = inhibition, % at 57.5 µM; 350,000 compounds, 0.59% hits; AID 1259400;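 active = activity change of -60% or lower, but not beyond a set lower limit; inconclusive = change between -60% and -40%, or beyond the set limit; inactive = change above -40%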
Target sequence (Q9HBX9 whole entry, looked up): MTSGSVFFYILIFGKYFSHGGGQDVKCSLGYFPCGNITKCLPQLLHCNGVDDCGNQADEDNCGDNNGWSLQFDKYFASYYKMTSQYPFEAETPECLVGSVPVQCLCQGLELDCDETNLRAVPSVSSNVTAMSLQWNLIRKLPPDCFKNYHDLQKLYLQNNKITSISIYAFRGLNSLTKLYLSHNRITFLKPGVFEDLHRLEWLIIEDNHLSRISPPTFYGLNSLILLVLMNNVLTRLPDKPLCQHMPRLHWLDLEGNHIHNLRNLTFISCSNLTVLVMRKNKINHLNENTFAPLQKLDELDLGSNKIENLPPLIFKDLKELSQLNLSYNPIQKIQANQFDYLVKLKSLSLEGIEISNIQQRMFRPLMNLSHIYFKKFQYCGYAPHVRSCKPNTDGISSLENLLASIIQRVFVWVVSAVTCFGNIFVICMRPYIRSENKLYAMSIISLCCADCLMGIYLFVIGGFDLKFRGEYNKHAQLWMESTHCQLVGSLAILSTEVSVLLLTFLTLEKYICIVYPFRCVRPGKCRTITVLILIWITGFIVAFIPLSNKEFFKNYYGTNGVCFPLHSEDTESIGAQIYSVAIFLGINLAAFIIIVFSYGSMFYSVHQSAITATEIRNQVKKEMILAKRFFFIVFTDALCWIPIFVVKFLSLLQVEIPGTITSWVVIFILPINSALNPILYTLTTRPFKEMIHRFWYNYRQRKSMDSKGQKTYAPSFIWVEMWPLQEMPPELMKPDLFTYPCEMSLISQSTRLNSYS
The depositor's hits bear a star; ? = inconclusive. % is set by controls: 0 for no effect and ±100 for the full control effect.

RXFP1 antagonist | SMILES
-7 | Cc1ccc(NC(=O)c2c(C)noc2C)cc1S(=O)(=O)N1CCOCC1
-3 | O=C(N/N=C/c1ccccc1)c1cccc2ccccc12
-7 | CCc1ccc(/C=C\C(=O)N2CCCC2)cc1
6 | Cc1cccc(Cc2cccc(C)c2O)c1O
0 | CCOC(=O)C1CCCN(C(=O)CN2C(=O)c3ccccc3S2(=O)=O)C1 (stereo not drawn)
-7 | COc1ccc(Oc2nc(SC)nc3ccsc23)cc1
-1 | COC(=O)C1=CCCCC(O)=C1C(=O)OC
-13 | Cc1cccn2c(=O)cc(COC(=O)C(C)Oc3ccccc3)nc12 (stereo not drawn)
0 | CC(C)N(C(=O)Cn1cc(S(=O)(=O)CC(=O)NCCc2ccccc2)c2ccccc21)C(C)C
-16 | COCCN1CCN(c2c(C)c(C)nc3cc(-c4cccc(OC)c4)nn23)CC1
-8 | CCN(C(=O)CSc1nc2scc(-c3ccccc3)c2c(=O)n1N)C1CCS(=O)(=O)C1 (stereo not drawn)
-16 | COc1cc(NCc2ccc3nc(N)nc(N)c3c2C)cc(OC)c1OC
13 | O=C(Cn1ccc(=O)[nH]c1=O)Nc1nccs1
-21 | O=C1CCCc2cc3c(ccc4ccccc43)cc21
-1 | O=C(CNC(=O)c1ccc(Cl)cc1Cl)OC1CCCCC1=O (stereo not drawn)
-3 | Cc1ccc(F)cc1NC(=O)COC(=O)C1CC2CCCC(C1)C2=O (stereo not drawn)
1 | Cc1ccc(CS(=O)Cc2ccc(C(=O)NCCCc3ccccc3)o2)cc1 (stereo not drawn)
0 | Cc1ccc2c(CSc3nc4ccccc4c(=O)n3CCCO)cc(=O)oc2c1
-14 | Cc1ccc(S(=O)(=O)NC(=O)NC2CCCC2)cc1
8 | CCOC(=O)N1CCC(=NNC(N)=O)C1

A portion from further up:
RXFP1 antagonist | SMILES
0 | CCOC(=O)C1CCCN(C(=O)CN2C(=O)c3ccccc3S2(=O)=O)C1 (stereo not drawn)
-7 | COc1ccc(Oc2nc(SC)nc3ccsc23)cc1
-1 | COC(=O)C1=CCCCC(O)=C1C(=O)OC
-13 | Cc1cccn2c(=O)cc(COC(=O)C(C)Oc3ccccc3)nc12 (stereo not drawn)
0 | CC(C)N(C(=O)Cn1cc(S(=O)(=O)CC(=O)NCCc2ccccc2)c2ccccc21)C(C)C
-16 | COCCN1CCN(c2c(C)c(C)nc3cc(-c4cccc(OC)c4)nn23)CC1
-8 | CCN(C(=O)CSc1nc2scc(-c3ccccc3)c2c(=O)n1N)C1CCS(=O)(=O)C1 (stereo not drawn)
-16 | COc1cc(NCc2ccc3nc(N)nc(N)c3c2C)cc(OC)c1OC
13 | O=C(Cn1ccc(=O)[nH]c1=O)Nc1nccs1
-21 | O=C1CCCc2cc3c(ccc4ccccc43)cc21
-1 | O=C(CNC(=O)c1ccc(Cl)cc1Cl)OC1CCCCC1=O (stereo not drawn)
-3 | Cc1ccc(F)cc1NC(=O)COC(=O)C1CC2CCCC(C1)C2=O (stereo not drawn)
1 | Cc1ccc(CS(=O)Cc2ccc(C(=O)NCCCc3ccccc3)o2)cc1 (stereo not drawn)
0 | Cc1ccc2c(CSc3nc4ccccc4c(=O)n3CCCO)cc(=O)oc2c1
-14 | Cc1ccc(S(=O)(=O)NC(=O)NC2CCCC2)cc1
8 | CCOC(=O)N1CCC(=NNC(N)=O)C1

Further records
RXFP1 antagonist | SMILES
2 | CSc1nc(SCC(=O)NCc2ccco2)c2c3c(sc2n1)CN(C)CC3
-6 | CCc1nnc(NC(=O)CSc2nnc(COc3ccccc3)n2Cc2ccccc2)s1
10 | CN(C)S(=O)(=O)c1ccc(Cl)c(C(=O)OCC(=O)c2ccco2)c1
-7 | CC(C)(C)c1ccc(S(=O)(=O)N2CCNC(=O)C2)cc1
2 | Cc1noc(C)c1COc1ccccc1C(=O)N1CCN(S(=O)(=O)c2ccccc2C#N)CC1
10 | CC(C(O)c1cc(=O)c(OCc2ccccc2)co1)[N+](=O)[O-] (stereo not drawn)
5 | CC(=O)c1c(C)[nH]c(C(=O)OCC(=O)c2ccc3c(c2)NC(=O)CO3)c1C
9 | CCC[C@H]1CN(Cc2cccnc2)C(=O)[C@@H]1CC(=O)Nc1ccc(Br)cc1
4 | O=C(Cc1ccccc1F)Nc1cccc(S(=O)(=O)N2CCCCC2)c1
-12 | O=C(O)CCCC1(C(=O)O)CCCC1
-6 | N#Cc1cc(-c2ccc(Cl)cc2)cn(Cc2c(Cl)cccc2Cl)c1=O
? | C=CCN1C(c2ccc(Br)cc2)=CS/C1=C(\C#N)c1nnc(N2CCOCC2)n1-c1ccccc1
-4 | CN1CCN(C(c2ccc(F)cc2)c2ccc3cccnc3c2O)CC1 (stereo not drawn)
-1 | CNC(=O)c1c(O)c2cccc3c2n(c1=O)CC3
-13 | COc1ccccc1N(CC(=O)Nc1cc(S(=O)(=O)N(C)C)ccc1C)S(=O)(=O)c1cccs1
-1 | CCN(CC)S(=O)(=O)c1ccc(O)c(NC(=O)COc2ccc(S(=O)(=O)N3CCOCC3)cc2)c1
-4 | O=C(c1cccs1)N1C[C@H](n2cc(C3CC3)nn2)[C@@H](O)C[C@@H]1c1ccc(Cl)cc1
-2 | C[C@H]1CN([C@@H](C)CO)C(=O)CCCn2nncc2CO[C@@H]1CN(C)S(=O)(=O)c1cccc(C#N)c1
-7 | Cc1noc(C)c1C(=O)OCC(=O)NCCc1ccc(S(N)(=O)=O)cc1
-13 | CCN1C(=O)[C@H]2[C@@H](c3ccc(OC)cc3)N[C@]3(CCCN(Cc4ccc(Br)cc4)C3=O)[C@H]2C1=O
-19 | CC(C)(C)C(O)/C=C/c1ccc2c(c1)OCO2 (stereo not drawn)
-2 | Oc1[nH]c2ccccc2c1N=Nc1ccccc1Cl
11 | O=C(COC(=O)Cc1ccc(Cl)cc1Cl)NCc1ccco1
-8 | CCOc1ccc2oc(C(=O)N3CCCN(C)CC3)c(C)c2c1
0 | Cc1ccc(S(=O)(=O)N2CCN(C(=O)COC(=O)c3nc(Cl)ccc3Cl)CC2)c(C)c1
-3 | COc1ccc(Cl)cc1S(=O)(=O)NC(C)C(=O)NCCN1CCOCC1 (stereo not drawn)
-9 | O=C(c1ccccc1)c1ccc(C(=O)N2CCN(c3ccc(O)cc3)CC2)cc1
-11 | CC12CCC(O)CC1=CCC1C2CCC2(C)C(c3ccn[nH]3)CCC12 (stereo not drawn)
-9 | Cc1cnc(C(=O)OCC(=O)N(Cc2ccccc2)C(C)(C)C)cn1
7 | Nc1cc(=O)n(Cc2ccco2)c(=S)[nH]1
-2 | CCN(CC)c1ccc2c(Cl)c(Br)c(=O)oc2c1
3 | CCOc1cc(C(=O)OCc2cc(=O)n3c(C)csc3n2)ccc1OC
-11 | CCC1(CC)SCCNC1=O
-5 | O=C(Cn1ncc(Cl)c(Cl)c1=O)c1ccc2c(c1)OCCO2
-3 | Nc1ccc(S(=O)(=O)Nc2nc(-c3ccccc3)cc(-c3ccccc3O)n2)cc1
1 | Nc1c(-c2cccc(Cl)c2)cnn1-c1cccc([N+](=O)[O-])c1
-16 | CN(C)C(CNC(=O)c1cccc(S(=O)(=O)N2CCN(c3ccccc3)CC2)c1)c1ccccc1 (stereo not drawn)
4 | N#CC(C(O)c1ccccc1)N1CCOCC1 (stereo not drawn)
0 | CC(C)(CNC(=O)c1cccc(F)c1)CNC(=O)c1cccc(F)c1
-5 | COc1ccc(-c2nnn(CCc3nn[nH]n3)n2)cc1
5 | CC1(C)CO[C@@H](CC(=O)O)CN1
-11 | O=C(C1CC1)N1CCN(c2ccc([N+](=O)[O-])cc2)CC1
-16 | COc1ccc(C(=O)COC(=O)c2sc(C)nc2C)cc1F
6 | OCC(O)C1OCOC(C(O)CO)C1O (stereo not drawn)
-12 | COc1ccc(CCNC(=O)COC(=O)Cc2ccccc2[N+](=O)[O-])cc1
-10 | O=C1C2CC3N1CCC31c3ccccc3-n3c1c2ccc3=O (stereo not drawn)
6 | C[C@H](CO)N1C[C@H](C)[C@@H](CN(C)C(=O)c2cnccn2)Oc2ncc(Br)cc2C1=O
-2 | COc1ccc(NC(=S)N2CCC(C(=O)c3ccc(Cl)cc3)CC2)cc1
14 | CC(OC(=O)C1CC2CCCC(C1)C2=O)C(=O)Nc1cccc([N+](=O)[O-])c1 (stereo not drawn)
4 | O=c1[nH]c(=O)n(C2OC(CO)C(O)C2O)cc1N1CCOCC1 (stereo not drawn)
3 | COc1ccc(CC(=O)N(CCC2=CCCCC2)c2c(N)n(Cc3ccccc3)c(=O)[nH]c2=O)cc1
-3 | CCc1ccccc1N=Cc1c(C)c(C#N)c2[nH]c3ccccc3n2c1=O
-2 | CC(CC(=O)O)NCC1COc2ccccc2O1 (stereo not drawn)
2 | CCC(=O)N(c1nnc(SC(C)C(=O)Nc2ccc(N3CCOCC3)cc2)s1)C1CC1 (stereo not drawn)
-8 | CC(C)N(C)C1=CC(=O)C(N(C)C(C)C)=CC1=O
-13 | O=C(c1ccc(Br)o1)N1CCN(C23CC4CC(CC(C4)C2)C3)CC1
-8 | Cn1c(N)c(C(=O)COC(=O)c2ccccc2C(F)(F)F)c(=O)n(C)c1=O
5 | Cc1ccc(Nc2n[nH]c(=S)s2)cc1C
1 | COc1ccc(NC(=S)NC(=NS(=O)(=O)c2ccc(Cl)cc2)c2ccccc2)cc1
-5 | O=C(CNC(=O)c1ccc(Cl)cc1)NNC(=O)c1ccc(Br)cc1

Remaining list, next part:
RXFP1 antagonist | SMILES
-5 | O=C(C=Cc1cccs1)c1ccccc1
-25 | O=C(COC(=O)COc1ccc(Br)cc1)NCc1ccc2c(c1)OCO2
6 | CCn1c(SCc2c(Cl)cccc2Cl)nc2nc3c(cc2c1=O)CCCC3
-10 | Cc1ccc([C@H]2N[C@]3(CCCN(Cc4cccn4C)C3=O)[C@H]3C(=O)N(Cc4ccccc4)C(=O)[C@@H]23)cc1
11 | CC(=O)Nc1ccc(S(=O)(=O)NCCC(=O)N2CCN(c3ccccc3Cl)CC2)cc1
-1 | COc1ccc(CN2CCN(Cc3c[nH]c4ccccc34)CC2)cc1OC
48 | Cc1ccc(-c2ccc(/C=N/NC(=S)Nc3ccccc3)o2)cc1[N+](=O)[O-]
12 | O=C(Nc1ccc(Cl)cc1)C1(S(=O)(=O)c2ccccc2)CC1
1 | CSCc1ccc(C(=O)OCC(=O)NC2CCCC2)o1
-10 | COCCn1c(SCC(=O)Nc2ccc3[nH]c(=O)[nH]c3c2)nc2ccccc21
1 | Cc1cccc(-c2ccc3[nH]c4c(c3c2)CCN2C[C@@H]([C@H](C)OC(=O)Nc3ccccc3C)[C@@H](N(C)C(=O)Nc3ccccc3C)C[C@@H]42)c1
1 | Cc1cc(C)n2nc(C(=O)OCC(=O)Nc3cc(S(=O)(=O)N4CCOCC4)ccc3Cl)nc2n1
14 | O=C(C1CN(C(=O)c2cc3ccccc3o2)c2ccccc2O1)N1CCCCC1 (stereo not drawn)
-3 | Cn1nc(C(=O)NNC(=O)c2ccccc2F)c2ccccc2c1=O
-3 | COc1ccccc1C(=O)NC(=O)COC(=O)c1nccnc1N
-23 | CCC(=O)N1CCN(c2ccc(Cl)cc2NC(=O)c2ccc(Br)o2)CC1
-1 | Cn1[nH]cc(C=NC(N)=O)c1=O
-4 | C=CCOc1ccc(C2NC(=O)c3ccccc3O2)cc1OC (stereo not drawn)
5 | Cc1nc2c(O)c3c(c(O)c2nc1C)C1C=CC3CC1
7 | COc1ccc(NC(=O)c2ccc(COc3ccccc3Br)o2)c(OC)c1
12 | CCc1cccc(Oc2nn[nH]n2)c1
-3 | COc1cccc(C2c3cc4c(cc3OC(N3CCOCC3)C2C)OCO4)c1O (stereo not drawn)
3 | Cc1cn([C@H]2C[C@H](O)[C@@H](CNCc3ccc4ncccc4c3)O2)c(=O)[nH]c1=O
-4 | COc1ccc(C=NNc2ccc([N+](=O)[O-])cc2S(=O)(=O)Nc2ccccc2C(=O)O)cc1OC
-10 | NC(=O)[C@@H]1CSSCCC(=O)N[C@@H](CCCCN=C(N)N)C(=O)NCC(=O)N[C@@H](CC(=O)O)C(=O)N[C@@H](Cc2c[nH]c3ccccc23)C(=O)N2CCC[C@H]2C(=O)N1
5 | O=C(Nc1ccc2c(c1)C(=O)c1ccccc1-2)c1ccccc1
-3 | CCN(CC)C(=O)C1=C(C)N(CCCOC)C(=O)C(CC(=O)NCc2cccs2)C1 (stereo not drawn)
3 | Cc1ccc(S(=O)(=O)N(C)C[C@@H]2OCc3cn(nn3)CCCC(=O)N([C@@H](C)CO)C[C@H]2C)cc1
4 | Cc1c(Cl)cccc1NC(=O)CNC(=O)c1ccc2c(c1)OCCO2
-10 | CN1CCC(N(C)C(=O)c2cc(S(=O)(=O)N(C)c3ccccc3)ccc2Cl)CC1
7 | Nc1nc2ccc([N+](=O)[O-])c(N)c2s1
-2 | Cc1ccc(OCCCC(=O)N(C)CC(=O)Nc2c(C)cccc2C)cc1
1 | COc1ccc(C2C3=C(CC(C)(C)CC3=O)Oc3ncn4nc(-c5cccnc5)nc4c32)cc1 (stereo not drawn)
5 | COc1cc(C=C2CN(C)C(=O)C2=O)ccc1O
-1 | Nc1c(Cl)cc(N=Nc2ccccc2)cc1Cl
-16 | Cc1ccc(-n2c(=O)c3sccc3n(CC(=O)NCc3ccco3)c2=O)cc1F
-4 | CC(=O)NC(CC(=O)NNC(=O)COc1c(C)cccc1C)c1ccccc1 (stereo not drawn)
-1 | CSc1ncccc1C(=O)OCC(=O)N(C)Cc1ccc(C)cc1
-15 | O=C(NCc1ccccc1)c1ccc(C(=O)NCc2ccccc2)cc1
5 | COc1ccc(-c2c(C#N)cnc(C)c2C)c(O)c1OC
-18 | O=C(NC(=S)NCc1ccccc1)c1ccc(Br)cc1
-1 | Cc1ccc(S(=O)(=O)N2CCOCC2)cc1NC(=O)COC(=O)COc1ccccc1[N+](=O)[O-]
-9 | Cc1cccc(C(=O)N(C(=O)c2cccc(C)c2)N(C)C)c1
5 | COC(=O)[C@@H](NS(=O)(=O)c1ccc(F)cc1Br)C(C)C
0 | CCCc1c(C(=O)N/N=C(\CC)c2ccccc2)nnn1-c1nonc1N
9 | CC1CCN(C(NC(=O)c2ccco2)C(=O)c2ccccc2)CC1 (stereo not drawn)

Source: PubChem (National Center for Advancing Translational Sciences (NCATS))

This is a subset. The share of hits here may be higher or lower than overall.
